High-throughput results as filed in PubChem.
GLD-1 TGE inh: GLD-1-TGE RNA interaction inhibition (C. elegans); Q17339; purified GLD-1 + fluorescein TGE RNA, fluorescence polarization; inhibition, % at 5.96 µM; 320,000 compounds, 0.44% hits;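 active = percent inhibition above a per-plate cutoff, the plate mean of test compounds plus 3 SD, cut at about 30% in these data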;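 note: 0% = DMSO wells with GLD-1 and probe and 100% = wells lacking GLD-1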
MCL1 BIM primary: inhibitors of human MCL1 binding to BIM-BH3 peptide | Q07820 | GST-MCL1 / FITC-Bim-BH3 fluorescence polarization | inhibition, % at 10.9 µM | 320,000 compounds, 0.68% hits;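 active = inhibition above the mean inhibition of all tested compounds plus 3 SD, set per campaign, cut at about 40% in these data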;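 note: 0% = DMSO wells and 100% = unlabeled Bim-BH3 peptide control; higher means more loss of mP so more displacement of Bim peptide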
Target sequence (Q07820 whole entry, looked up): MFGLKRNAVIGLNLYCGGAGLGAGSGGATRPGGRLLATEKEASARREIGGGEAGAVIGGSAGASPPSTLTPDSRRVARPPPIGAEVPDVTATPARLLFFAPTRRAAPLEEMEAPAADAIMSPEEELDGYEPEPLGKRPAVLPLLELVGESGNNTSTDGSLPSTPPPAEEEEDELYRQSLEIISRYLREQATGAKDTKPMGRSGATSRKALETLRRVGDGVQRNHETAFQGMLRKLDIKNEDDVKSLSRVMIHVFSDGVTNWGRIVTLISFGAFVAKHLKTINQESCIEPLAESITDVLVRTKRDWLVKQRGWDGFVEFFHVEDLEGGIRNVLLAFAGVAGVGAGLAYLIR
Bcl-xL primary: Bcl-xL (human) inhibition; Q07817; GST-Bcl-xL / FITC-Bim BH3 peptide fluorescence polarization; inhibition, % at 10.9 µM; 320,000 compounds, 0.7% hits;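 active = inhibition above the mean of all tested compounds plus 3 SD, cutoff set per campaign, cut at about 30% in these data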;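 note: 0% = DMSO wells and 100% = unlabeled Bim-BH3 peptide competitor; inhibitors lower millipolarization by displacing the labeled peptide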
Target sequence (Q07817 whole entry, looked up): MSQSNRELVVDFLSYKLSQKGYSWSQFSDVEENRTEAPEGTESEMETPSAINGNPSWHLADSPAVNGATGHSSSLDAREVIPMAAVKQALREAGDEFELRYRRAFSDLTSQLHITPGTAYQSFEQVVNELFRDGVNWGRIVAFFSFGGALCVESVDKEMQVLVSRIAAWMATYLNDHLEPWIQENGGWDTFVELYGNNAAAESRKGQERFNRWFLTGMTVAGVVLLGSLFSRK
PME-1 primary: blocks human protein phosphatase methylesterase 1 | Q9Y570 | recombinant PME-1, FP-Rh probe fluorescence polarization | 320,000 compounds, 0.53% hits | inhibition, % at 5.9 µM;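 active = inhibition above the campaign mean of all compounds plus 3 SD, cut at about 26% in these data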;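 note: competitive labeling of PME-1 active site by serine hydrolase directed probe; 0% = PME-1 with DMSO and 100% = wells lacking PME-1 enzyme; inhibitors block probe labeling so polarization falls and inhibition rises; many of its hits are not listed in these tables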
GSTO1 inh: blocks human GSTO1 in RBBP9 counter-screen | 300,000 compounds, 1.1% hits | recombinant GSTO1, activity-based probe fluorescence polarization | P78417 | AID 1974 | inhibition, % at 5.96 µM;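 active = inhibition above the campaign mean inhibition plus 3 SD, cut at about 35% in these data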;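 note: 0% = GSTO1-1 with DMSO and 100% = wells lacking GSTO1-1 enzyme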
Target sequence (P78417 whole entry, looked up): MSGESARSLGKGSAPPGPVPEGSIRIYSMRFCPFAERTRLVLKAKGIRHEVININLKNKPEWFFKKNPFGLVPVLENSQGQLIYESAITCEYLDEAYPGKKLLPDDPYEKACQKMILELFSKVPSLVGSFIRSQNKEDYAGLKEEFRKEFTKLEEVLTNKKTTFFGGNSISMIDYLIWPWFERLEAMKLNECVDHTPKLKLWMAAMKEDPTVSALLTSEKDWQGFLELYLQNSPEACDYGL
PAD4 inh: blocks human protein arginine deiminase 4; recombinant PAD4, RCA probe fluorescence polarization; inhibition, % at 6.36 µM; 330,000 compounds, 0.41% hits; AID 485272;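 active = percent inhibition above a cutoff equal to the mean of all tested compounds plus 3 SD, cut at about 15% in these data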;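 note: 0% = PAD4 with RCA probe and DMSO and 100% = probe without PAD4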
MEX-5 binding: C. elegans MEX-5 TCR-2 RNA binding activity. Q9XUB2. MEX-5/FITC-TCR2 RNA binding, fluorescence polarization; active compounds read low. activity score (negative = inhibition of binding), % at 10 µM. 300,000 compounds, 0.38% hits. AID 1832;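 active = inhibition past about -25% in most replicates, and total fluorescence under double the plate's negative control median, limit read from the data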;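 note: 0% = DMSO and -100% = 5 µM competing unlabeled TCR2 RNA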
Fam108B counter: blocks mouse Fam108B hydrolase in RBBP9 counter-screen; recombinant Fam108B, FP-Rh probe fluorescence polarization; AID 1947; inhibition, % at 9.51 µM; 300,000 compounds, 0.33% hits;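 active = inhibition above the screen mean inhibition plus 3 SD, computed separately per campaign, cut at about 18% in these data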;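 note: inhibitors lower polarization as less probe binds the enzyme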
TPT1 inh: inhibitors of Candida albicans tRNA 2'-phosphotransferase TPT1. recombinant caTPT1, FP RNA substrate dephosphorylation. inhibition, % at 5 µM. 300,000 compounds, 0.81% hits. AID 1962;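 active = inhibition above the mean of all tested compounds plus 3 SD, set per screening campaign, cut at about 24% in these data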;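 note: plate controls were DMSO alone for no effect and ferristatin control at 100 nM for full effect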
The depositor's hits bear a star; x = no result given. Only part of the results is shown (hit frequency here may not be typical).

Values run as follows: GLD-1 TGE inh	MCL1 BIM primary	Bcl-xL primary	PME-1 primary	GSTO1 inh	PAD4 inh	MEX-5 binding	Fam108B counter	TPT1 inh
CC(C)(O)CNC(=O)C(Cc1ccccc1)N1C(=O)c2ccccc2C1=O (stereo not drawn)
  -4	6	-2	-2	-7	0	2.6	-4	-4
O=C(CSc1nc2ccccc2[nH]1)c1ccco1
  2	34	11	-5	34	-2	-0.4	4	-3
CCc1cc(-c2n[nH]c(=S)n2Cc2ccccc2)cs1
  12	-10	0	2	1	-1	0.0	-1	0
CC(=O)Nc1ccc(C(=O)CSc2nnc(Cc3ccccc3)o2)cc1
  2	0	-2	5	16	-8	0.9	-1	1
O=C(CN1CCCCC1)NC(=O)NC1CCCC1
  2	-2	-2	-4	2	1	0.9	3	-1
COc1ccc(Cl)cc1S(=O)(=O)N1CCC(C(=O)N2CCOCC2)CC1
  3	0	1	5	3	2	-2.5	-1	3
Cc1ccc(SCCC(=O)N/N=C/c2cccnc2)cc1
  -3	4	0	3	-7	-2	2.8	0	5
COCCC1CCCCN1C(=O)c1cccc(OC2CCN(C3CCCC3)CC2)c1 (stereo not drawn)
  3	1	1	-2	5	1	-4.3	1	1
N/C(=N\c1nc2ccccc2o1)NC(=O)c1ccc(Cl)cc1
  2	-7	-9	-10	0	2	1.4	-2	2
CCN(CC)CCNC(=O)c1cc2cc3ccc(OC)cc3nc2o1
  2	4	0	-3	-10	-5	-0.1	3	-2
Cc1ccc(N/C(N)=N/c2nc(C(F)(F)F)cc(C(F)(F)F)n2)cc1
  -8	-4	5	1	9	-5	0.0	-3	3
Cc1cc(CCC(=O)O)c(C)cc1CCC(=O)O
  9	2	3	3	-3	0	0.5	0	-1
CCN(CC)c1ccc(Nc2nc(-c3cccnc3)cs2)cc1
  -2	8	1	15	8	-8	3.1	11	-1
CCCCCOc1ccc(C(=O)OC(C)C(=O)NCc2ccco2)cc1 (stereo not drawn)
  -5	-12	0	3	0	4	0.4	4	-3
Cc1ccnc(NS(=O)(=O)c2ccc(NS(=O)(=O)c3cccs3)cc2)n1
  8	9	6	0	0	1	1.2	2	3
CCc1ccccc1N(CC(=O)NC1CCCCC1)C(=O)CNC(=O)c1ccco1
  1	5	6	5	22	1	1.4	3	-4
CC(C)(C)NC(=O)c1ccc2c(c1)N(CC(=O)N1CCN(c3ccccc3F)CC1)C(=O)C(C)(C)O2
  2	-7	-1	-3	9	-5	0.7	0	2
Cc1ccccc1Cn1nc(C)c(NC(=O)C2c3ccccc3Oc3ccccc32)c1C
  3	0	6	2	4	-5	0.2	-3	1
COc1ccc(/C=C\C(=O)c2c(O)ccc3c(C)cc(=O)oc23)cc1
  -1	5	13	1	8	-4	2.7	6	-5
COC(=O)c1[nH]c2cccc(OC)c2c1NC(=O)CN1CC2(C)CC1CC(C)(C)C2 (stereo not drawn)
  -1	1	0	1	8	-6	-1.3	-6	0
CCOc1cc(S(=O)(=O)n2nc(C)cc2C)ccc1Br
  -1	1	1	4	-7	0	2.2	-2	-2
CC1(C)S[C@@H]2C(C(=O)OCc3ccccc3)NC(=O)N2C1C(=O)OCc1ccccc1 (stereo partly drawn)
  4	3	4	6	3	-3	-0.6	3	-4
CCSC(=O)CCCCCCCCCCCO
  3	-2	-3	-2	-3	-3	-0.6	-1	4
CC(=O)c1ccc(NC(=O)CCC(=O)OCC(F)(F)C(F)F)cc1
  3	7	0	2	3	4	0.2	-1	-3
Cc1ccc2nc(-c3ccncc3)[nH]c2c1
  -5	4	4	0	1	-5	0.7	1	1
COc1ccc(CC(=O)Nc2nc(-c3ccc(OC)c(OC)c3)cs2)cc1OC
  0	-1	5	-4	-4	-4	2.1	-4	-3
Cc1cccc(-c2n[nH]c(=S)n2Cc2ccccc2)c1
  1	-20	-16	5	0	1	1.7	4	-4
O=C(NCc1cc(C(F)(F)F)cc(C(F)(F)F)c1)C1CC(c2ccccc2F)=NO1 (stereo not drawn)
  0	3	3	-2	-1	4	0.8	-2	0
COc1ccc(C(=O)OCC(=O)NC(=O)NCc2ccccc2)cc1[N+](=O)[O-]
  3	-6	-2	-7	x	1	x	x	x
O=c1[nH]c(-c2cccnc2)nc2sc(-c3ccccc3)cc12
  0	-1	4	5	1	-6	0.1	-8	2
CC(=O)N=c1c(C#N)cc2c(=O)n3ccccc3nc2n1CCCOC(C)C
  3	15	12	-3	1	-2	5.6	1	-8
COc1ccc(CCNC(=O)CN(CCc2ccccc2)S(C)(=O)=O)cc1OC
  0	-5	2	0	-4	2	0.5	-3	0
COc1ccc(OC)c(CNC(=O)C2CCCN(S(=O)(=O)N3CCC(C)CC3)C2)c1 (stereo not drawn)
  -2	6	10	4	5	1	-3.6	1	0
Cc1cc(N2CCCC2=O)ccc1S(=O)(=O)NC1CCCCC1
  -5	5	6	3	1	1	2.0	3	-1
CCCn1c(=N)c(S(=O)(=O)c2ccc(F)cc2)cc2c(=O)n3cccc(C)c3nc21
  -6	13	6	0	-3	-1	-2.2	2	0
O=C(c1ccc(Cl)cc1)C1CCCN(Cc2cnn(-c3ccccc3)c2)C1 (stereo not drawn)
  8	0	9	0	3	0	-2.0	0	1
COc1ccc(-c2noc(CN(C(=O)c3cccs3)C(C)C)n2)cc1
  1	-2	2	0	0	-5	3.9	0	3
NC(=O)CSc1nc2c(c(=O)n1-c1ccccc1)C1(CCCCC1)Cc1ccccc1-2
  3	7	4	6	3	-1	-1.7	2	0
COC(=O)c1c(NC(=O)CSc2nc3ccccc3c(=O)n2-c2ccccc2)sc(C)c1C
  2	-8	2	-8	-1	-4	2.3	-7	2
CC(C)C(C(=O)NCc1ccco1)N(CC1CCCO1)C(=O)CNS(=O)(=O)c1ccccc1 (stereo not drawn)
  1	-1	-1	-1	2	-8	-0.9	2	-1
COC(=O)Cc1c(C)c2cc(Cl)c(OC(=O)c3ccco3)cc2oc1=O
  -4	4	-6	-6	-6	-1	-2.5	2	5
Cc1cc(S(=O)(=O)Nc2ccc(C(=O)N3CC(C)OC(C)C3)cc2)ccc1F (stereo not drawn)
  -5	-18	-16	3	1	-7	2.7	-4	-3
COc1ccc(C(=O)Nc2nc3ccccc3[nH]2)cc1
  2	-2	4	-5	-2	2	-0.8	0	2
CC(O)c1nc2c(c(=O)n(C)c(=O)n2C)n1C (stereo not drawn)
  2	6	3	-2	3	-5	-6.2	-5	0
O=c1cc(-c2ccc(F)cc2)[nH][nH]1
  2	-11	4	3	41*	59*	-0.1	5	-1
CCC(C(=O)OCC(=O)NC1CCS(=O)(=O)C1)c1ccccc1 (stereo not drawn)
  -1	-5	1	2	-9	4	2.6	0	-3
O=C(Nc1nc(-c2cccs2)cs1)c1ccco1
  -3	3	7	-1	-9	-5	-3.6	5	2
CC(c1ccco1)N(C(=O)c1ccccc1NS(=O)(=O)c1cccc([N+](=O)[O-])c1)c1ccccn1 (stereo not drawn)
  2	0	4	2	-4	1	1.4	2	-1
CCOC(=O)N1CCC(NC(=O)c2ccc3c(c2)N=C(CC)c2ccccc2S3)CC1
  2	3	2	-6	-6	-1	0.7	-3	0
Cc1cc(=O)[nH]c(SCc2ccc(Cl)cc2)n1
  1	3	-4	3	-4	0	-0.6	4	0

(listing goes on)
Values run as follows: GLD-1 TGE inh	MCL1 BIM primary	Bcl-xL primary	PME-1 primary	GSTO1 inh	PAD4 inh	MEX-5 binding	Fam108B counter	TPT1 inh
Cc1ccc(-c2cc(C(=O)Nc3sc4c(c3C(=O)NCc3ccco3)CCC4)[nH]n2)c(O)c1
  -5	7	1	-9	3	-6	1.7	-15	1
O=C(c1ccccc1Sc1ccc([N+](=O)[O-])cc1)N1CCCCC1
  -1	-5	-1	3	0	-3	1.9	-2	-3
O=C(O)c1ccc(NS(=O)(=O)c2cccc(S(=O)(=O)c3ccc(Cl)c(Cl)c3)c2)cc1
  5	8	7	7	5	2	-1.7	4	0
CCCCc1nc(SCC(=O)Nc2nnc(C(C)C)s2)n[nH]1
  -1	-2	1	4	1	1	2.8	1	-2
CC(C)(Oc1ccc(Cl)cc1)C(=O)NCCCn1ccnc1
  -1	6	1	2	7	-1	-0.8	2	-2
C=C(C)CNC(=S)Nc1sc2c(c1C(=O)OCC)CC(C)(C)OC2
  2	-1	5	-2	4	5	0.4	2	-2
S=C(NCc1cccnc1)Nc1ccc(Cl)cc1
  2	9	3	4	1	-1	1.4	3	-2
Cc1cc(NO)nc(-c2ccc(Br)cc2)n1
  6	-23	-18	-4	4	0	2.2	-2	3
CC1CC(C)CN(CC(=O)c2cccs2)C1 (stereo not drawn)
  4	0	11	-6	1	1	1.1	4	-1
C=CCNC(=O)c1cccc(Br)c1
  6	0	2	-10	-4	3	-0.9	-2	-2
CC(CCc1ccccc1)NC(=O)c1ccc(NC(=O)c2cccc(Br)c2)cc1 (stereo not drawn)
  -2	-2	7	-3	-7	-3	-1.2	-5	1
CCOc1ccc(/C=C/c2[nH]c(=O)[nH]c(=O)c2[N+](=O)[O-])cc1
  0	7	3	1	-7	-3	-2.4	0	-1
O=C1CNC(=O)/C(=C/c2ccco2)N1
  7	10	8	-1	8	-3	-4.0	-2	-7
CC1CC(C)(C)N(C(=O)CN2C(=O)c3ccccc3C2=O)c2ccccc21 (stereo not drawn)
  20	13	12	2	1	2	-1.2	-1	-1
O=C(CC1CCCCC1)N1CCC(c2nc(-c3ccc(S(=O)(=O)N4CCCC4)cc3)no2)CC1
  7	4	5	1	3	-3	-0.2	-7	4
Cc1nc(-c2ccc(S(=O)(=O)NCc3cccnc3)s2)cs1
  -2	8	10	1	-2	0	0.2	-1	-5
O=C(N/N=C/C=C/c1ccco1)c1cnccn1
  4	17	10	-1	20	2	-5.0	3	-2
COc1ccc(C)c(-n2c(=O)n(Cc3ccccc3)c(=O)c3[nH]cnc32)c1
  -9	-2	3	-1	-2	1	0.6	-3	-1
O=C(COc1ccc(S(=O)(=O)N2CCCC2)cc1Cl)Nc1ccc2c(c1)OCO2
  0	-1	4	0	2	0	-2.3	1	3
N=c1ccn(Cc2ccc(Cl)cc2Cl)cc1
  4	2	-2	-4	-5	-2	-3.1	-3	-3
O=C(CSc1nnc(-c2ccccc2)c(-c2ccccc2)n1)N1CCc2ccccc21
  2	8	2	-6	-2	0	-1.3	-6	1
CC(C)CNC(=O)COC(=O)CCC(=O)c1ccc(Cl)cc1
  5	-8	-4	1	-5	3	-3.8	-1	3
Cc1cccc(C(=O)NCC(=O)N2CCC2)c1
  0	-8	-1	1	x	0	x	x	x
CC(C)=CC(=O)Nc1ccc(S(=O)(=O)Nc2ccccn2)cc1
  -2	4	7	0	7	2	-2.1	-2	-1
NS(=O)(=O)c1cccc(NC(=O)Cn2cnc3ccccc3c2=O)c1
  -3	-10	-12	6	6	-5	-0.2	-1	0
Cc1ccc(-n2nnnc2CS(=O)(=O)c2ccccc2)c(C)c1
  5	0	3	2	6	-1	0.6	4	-2
COc1cc(Cl)c(S(=O)(=O)N2CCN(Cc3ccc4c(c3)OCO4)CC2)cc1Cl
  -8	7	6	-8	-5	1	2.5	-3	2
Cc1nc2cc(NC(=O)Nc3cccc4ccccc34)ccc2n1C
  -22	1	2	1	2	-3	-0.8	-2	0
